N370S GC: qHTS Assay for Inhibitors and Activators of N370S glucocerebrosidase as a Potential Chaperone Treatment of Gaucher Disease. Lysosomal acid glucosylceramidase (Homo sapiens), P04062. N370S GC spleen homogenate, 4MU-glucoside fluorescence. Potency, µM (titrated, usually from 59.4 µM), for the others: at the top dose activity change, negative = inhibition, actives largely listed as inhibitors. 0.092% of 330,000 active;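 further: 0% = full enzyme activity and -100% = no enzyme basal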
TDP1 cell CPT: qHTS for Inhibitors of human tyrosyl-DNA phosphodiesterase 1 (TDP1): qHTS in cells in presence of CPT; chicken DT40 Tdp1-/-;hTDP1 cells + 20 nM CPT, ATP luminescence, 48 h; Potency, µM (doses to about 46.2 µM), for inactives: at the highest dose activity change, negative = growth inhibition, hits mostly inhibitors; 12% of 420,000 active; AID 686979, 2013; further: nearly all actives have a fitted effect of over 55% in size
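Chicken DT40 Tdp1-/- cells stably complemented with human TDP1 were seeded at 400 cells/well in medium containing 20 nM camptothecin, exposed to pin-transferred compounds, and grown at 37 °C for at least 48 hr. Viability was read as ATP luminescence.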
FEN1 inh: qHTS Assay for the Inhibitors of Human Flap endonuclease 1 (FEN1); P39748; Recombinant FEN1 flap cleavage, fluorescence, 15 min; Potency, µM (series often up to 114 µM), for inactives: top-dose activity change, negative = inhibition, usual class: inhibitors; 0.35% of 390,000 active; AID 588795, 2011; further: nearly all actives have a fitted effect of over 65% in size
Target sequence (P39748 whole entry, looked up): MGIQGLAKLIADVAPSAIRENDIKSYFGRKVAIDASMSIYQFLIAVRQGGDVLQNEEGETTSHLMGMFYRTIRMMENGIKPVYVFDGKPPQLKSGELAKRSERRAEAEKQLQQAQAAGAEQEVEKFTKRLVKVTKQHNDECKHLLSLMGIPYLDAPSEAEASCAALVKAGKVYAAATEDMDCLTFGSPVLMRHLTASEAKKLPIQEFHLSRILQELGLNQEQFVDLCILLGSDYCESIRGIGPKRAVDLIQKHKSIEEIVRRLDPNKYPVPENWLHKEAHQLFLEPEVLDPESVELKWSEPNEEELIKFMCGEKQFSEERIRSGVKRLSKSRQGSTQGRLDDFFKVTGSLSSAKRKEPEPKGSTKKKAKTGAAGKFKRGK
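Quantitative HTS format: each compound was titrated, incubated with 10 nM nuclease for 15 min at room temperature, then challenged with flap substrate at 50 nM final. Signal change over 15 min gave concentration–effect curves.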
An asterisk follows results filed as active; ? = inconclusive; nt = not tested or not shown; & = joins results of further samples. The call rests on the fitted dose curve; in most records, active means well fitted curve in the direction sought with a large enough effect; inconclusive means small, poorly fitted or top-dose-only effect, or another doubt; inactive means no such curve, though single readings can be large; an effect the other way counts as inactive or inconclusive. Unless noted, on the % scale 0 is the no-effect control and ±100 the full control effect; potency means the concentration at half of the fitted maximal effect. An excerpt, so the mix of outcomes need not match the whole.

structure	N370S GC	TDP1 cell CPT	FEN1 inh
COC(=O)c1cccnc1N1CCN(c2ccccc2F)CC1	4%	1%	-10%
Cc1cccc(C2c3c(n(C)c(=O)n(C)c3=O)N=C3c4ccccc4C(=O)C32)c1 (stereo unspecified)	nt	8.2µM*	-12%
CC(C)c1ccc(Nc2c(-c3ccc(N4CCOCC4)cc3)nc3ncccn23)cc1	nt	-18%	15%
COc1cccc(/C=N/Nc2cc(N3CCOCC3)ncn2)c1O	0%	5.8µM*	-24%
CC(C)CCNC(=O)c1cnc2sc(N3CCCCC3)nn2c1=O	nt	?	6%
C/C=C(\C)C(=O)N1CCC(C(=O)c2ccccc2)CC1	17%	-25%	20%
CCOCCCNC(=S)NCCc1ccccc1	2%	-18%	-3%
COc1ccc(SC[C@H](C)CN2CC[C@H](C)CCC2=O)cc1	nt	?	-7%&1%
CN(Cc1ccon1)C(=O)C1CCN(C2CCN(CCCc3ccccc3)CC2)CC1	-5%	?	0%
CN(Cc1ccccc1OCCO)CC1CCCN(CCc2ccc(Cl)cc2)C1 (stereo unspecified)	-6%	?	2%
Cn1nnnc1SCC(=O)c1ccc2c(c1)OCCO2	16%	-5%	6%
CCCc1cnc2c(c1SCC(=O)N1CCC(C)CC1)c(=O)n(C)c(=O)n2C	nt	16µM*	3%
CCCCOc1nc(N)nc(-c2ccccc2)n1	?	-24%	-5%
CCCCCOC(=O)c1c(N)n(CCOC)c2nc3ccccc3nc12	?	?	-6%
c1ccc(CNc2ncnc3ccc(-c4ccoc4)cc23)cc1	-3%	-21%	nt
Cc1ccc(Cn2c(=O)n(Cc3ccccc3)c(=O)c3oc4ccccc4c32)cc1	nt	15%	-7%
Cc1cc(OC(C)C(=O)NCC2CCC(C(=O)O)CC2)c2c(C)c(Cc3ccccc3)c(=O)oc2c1 (stereo unspecified)	-7%	-6%	?
C#CCNC(=O)C1=C[C@@H](C)[C@H](CCCO)[C@@H](OCC)O1	nt	?	22%
CCC1CCCCN1CCCNC(=O)CC1Oc2ccccc2NC1=O (stereo unspecified)	1%	?	17%
CC(O)(c1cccs1)C(C(=O)O)c1ccccc1 (stereo unspecified)	nt	?	8%
O=C(CCNC(=O)c1ccc([N+](=O)[O-])cc1)NCC1COc2ccccc2O1 (stereo unspecified)	-1%	3%	-3%
CCOC(=O)c1ccc(NC(=O)Cc2noc3ccc(C)cc23)cc1	nt	21µM*	24%
Cc1noc(C)c1C(=O)N1CCC2(CC1)CN(C(=O)Nc1cccc(F)c1)C2	-4%	-7%	nt
COC(=O)CCC1(C(N)=O)CCC(=O)c2ccccc21 (stereo unspecified)	nt	-18%	-1%
Cc1ccc2[nH]c(C(=O)N3CCCC(Nc4ccc(F)cc4)C3)cc2c1 (stereo unspecified)	-1%	?	-25%
O=C(c1cc2ccccc2o1)c1cccs1	6%	-2%	-8%
COc1ccc(CC(=O)Nc2nncs2)cc1OC	-3%	-25%	0%
COc1ccc(NC(=O)Cn2nnc(C(=O)NCc3ccc4c(c3)OCO4)c2N)c(OC)c1	1%	?	-15%
CCc1c(C)nc(SCC(=O)N2CCCCC2)[nH]c1=O	1%	0%	31%
Nc1cc(=O)[nH]c(SCc2csc(-c3ccccc3)n2)n1	-10%	?	-18%
Cc1cc(C)c(-n2[nH]nnc2=S)c(C)c1	2%	?	21%
COc1ccccc1NC(=O)C1CCN(S(=O)(=O)c2cccc3nonc23)CC1	1%	-6%	-5%
O=C(NCC(=O)N1CCCCCC1)c1ccc(Cl)cc1	-10%	?	7%
CCCC(=O)Nc1ccc2c(c1)nc(CN1CCN(C(=O)OCC)CC1)n2C	4%	0%	11%
Cc1ccc(Cl)cc1NC(=O)C1CCC(CNS(=O)(=O)c2cccc3nsnc23)CC1 (stereo unspecified)	nt	-4%	1%
CCN(CC(=O)NCc1ccc(Cl)cc1)C(=O)c1c(C)noc1C	nt	-1%	9%
O=C(NC1CCCCCC1)C1CCCN1S(=O)(=O)c1cccc2cccnc12 (stereo unspecified)	8%	?	3%
Cc1sc(NC(=O)c2ccco2)nc1-c1ccc2c(c1)CC(C)N2C(=O)C1CC1 (stereo unspecified)	-9%	6.3µM*	-21%
COc1ccc(/C=C2\Oc3cc(OCC(=O)N4CCC(C(=O)O)CC4)ccc3C2=O)c(OC)c1	5%	8%	?
O=C(Cc1ccc(Cl)cc1Cl)OCC(=O)N1CCCCC1	-1%	-3%	1%
COC(=O)C1NN=C(C(=O)c2ccc(Cl)cc2)C1c1ccc(OC)cc1 (stereo unspecified)	2%	-25%	-5%
CC1CCN(C(=O)Cn2cc(SCC(=O)NCc3ccccc3Cl)c3ccccc32)CC1	nt	?	-9%
Fc1ccc(/C=N/n2c(COc3ccccc3)n[nH]c2=S)cc1	-3%	1%	5%
COCCN(C(=O)CSc1nn(-c2ccc(F)cc2)c(=S)s1)c1c(N)n(CC(C)C)c(=O)[nH]c1=O	1%	1%	0%
COc1cc(CCC(=O)OCc2nnc(-c3ccccc3)o2)cc(OC)c1OC	11%	2%	-3%

Carrying on.
The line under a structure holds: N370S GC | TDP1 cell CPT | FEN1 inh
CC(C)(C)C(=O)Nc1ccccc1-c1nc2ccccc2[nH]c1=O
  ? | 11% | 20%
Cc1nn(CC(=O)Nc2ccccc2F)c(=O)c2c(C)n(-c3ccc(Cl)cc3)nc12
  nt | 23µM* | 15%
CCOC(=O)c1[nH]c(C)c(C(=O)OC(C)C(=O)Nc2ncc(Cl)cc2Cl)c1C (stereo unspecified)
  2% | 18µM* | -1%
Cc1cccc(N2CC34C=CC(O3)C(C(=O)O)C4C2=O)c1 (stereo unspecified)
  -1% | -7% | 4%
CCOc1ccc(C(=O)c2oc3ccccc3c2NC(=O)c2cc(=O)c3ccc(C)cc3o2)cc1
  nt | -3% | 13%
CCc1ccc(C(=O)CSc2nc3cc(S(=O)(=O)N4CCOCC4)ccc3n2CC)cc1
  4% | ? | -9%
CCc1ccc(NS(=O)(=O)c2[nH]ncc2C(=O)OC)cc1
  nt | -16% | 16%
COc1ccc(CCNC(=O)CN(c2cc(OC)ccc2OC)S(=O)(=O)c2ccccc2)cc1
  -3% | ? | -5%
Cc1cccc(C)c1OC(=O)CCN1C(=O)C2C3C=CC(C4CC34)C2C1=O (stereo unspecified)
  3% | 0% | -4%
COc1ccc(/C=C(\C#N)c2nc(-c3cc(Cl)ccc3OC)cs2)cc1
  nt | -16% | 3%
COC(=O)[C@H](Cc1ccccc1)NC(=O)NCCc1ccc(OC)cc1
  -16% | 6% | 33%
Cc1ccc(-c2cccc(C3CC=CC4C3C(=O)N(Cc3ccccc3)C4c3ccc4ccccc4c3)c2)cc1 (stereo unspecified)
  -5%&7% | 18µM* | -5%&17%
COC(=O)CN1C(=O)C2(C(C#N)=C(N)Oc3c2c(C)nn3-c2ccccc2)c2ccccc21 (stereo unspecified)
  -2% | ? | -8%
O=C(COC(=O)c1cc(=O)c2ccccc2o1)Nc1c(F)c(F)c(F)c(F)c1F
  -1% | -6% | 6%
Cc1cc(NC(=O)C23CC4CC(CC(C4)C2)C3)n[nH]1
  -22% | -8% | -2%
Cn1cccc1/C=N/N1CCN(Cc2cccc3ccccc23)CC1
  -7% | ? | -16%
C/C(=N/NC(=O)c1sc(NS(=O)(=O)c2ccccc2)nc1C)c1sc(N)nc1C
  -18% | 8% | -8%
Cc1ccn2c(C(=O)CSc3ccccc3Cl)c(C)nc2c1
  16% | ? | 4%
Cc1ccccc1C(=O)NNC(=O)c1cccc(Br)c1
  0% | 3% | 29%
Cc1nc(SCC(=O)N2CCN(c3ccccc3)CC2)[nH]c(=O)c1C
  nt | -2% | -1%
COc1cc2c(cc1O)CCC1C2CC[C@@]2(C)C1CC[C@@H]2O (stereo partly specified)
  -8% | 2.4µM* | nt
CN(Cc1ccccc1)c1nc2c(c(=O)n(C)c(=O)n2C)n1CCSc1ncccn1
  5% | 23µM* | -12%
CC1CCCCN1S(=O)(=O)c1ccc(F)c(C(=O)Nc2ccccc2C(F)(F)F)c1 (stereo unspecified)
  nt | ? | 7%
O=C(O)Cn1nc(C(F)(F)F)c2c1CCC2
  7% | 7% | -4%
CCC(=O)Oc1ccc2c(c1)O/C(=C\c1ccco1)C2=O
  -11% | 8% | -26%
CCO/N=C(\C)c1c(O)c2ccccc2n(C)c1=O
  -11% | 12% | 0%
O=C(NCc1ccccc1)N1CCCC1
  4% | 13% | 23%
CCOCCn1cnc2sc(C(=O)NCC(=O)OCC)c(C)c2c1=O
  0% | -1% | 5%
Nn1c(SCC(=O)Nc2ccc(F)cc2F)nnc1C1CCCCC1
  6% | -3% | -11%
COC(=O)c1ccc(Cn2c(SCc3ccccc3F)nc3ccncc32)cc1
  nt | ? | 3%

Structural class, the compounds so far containing a cyano group (2)
The line under a structure holds: N370S GC | TDP1 cell CPT | FEN1 inh
COc1ccc(/C=C(\C#N)c2nc(-c3cc(Cl)ccc3OC)cs2)cc1
  nt | -16% | 3%
COC(=O)CN1C(=O)C2(C(C#N)=C(N)Oc3c2c(C)nn3-c2ccccc2)c2ccccc21 (stereo unspecified)
  -2% | ? | -8%

(list continues)
The line under a structure holds: N370S GC | TDP1 cell CPT | FEN1 inh
CCOc1cc(C(c2c(O)nc(SC)[nH]c2=O)c2c(O)nc(SC)[nH]c2=O)ccc1O
  nt | -4% | 3%
CCc1nnc(NS(=O)(=O)c2ccc(NS(=O)(=O)c3ccccc3)cc2)s1
  0% | -15% | -1%
C[C@H](NS(=O)(=O)c1c(Cl)cccc1Cl)C(=O)NNC(=O)COc1ccccc1F
  nt | -21% | -3%
COc1cccc(/C=N/NC(=O)c2ccc(-n3cnnn3)cc2)c1
  -4% | -4% | 14%
C/C(=N\O)C(C)(C)NC(=O)Nc1ccc(Cl)cc1
  2% | -19% | -3%
CCc1nnc(NC(=O)c2cc(C)oc2C)s1
  -9% | 3% | 17%
Cc1nn(C)c(C)c1S(=O)(=O)N1CCCC(C(=O)N2CCN(c3ccc(Cl)cc3)CC2)C1 (stereo unspecified)
  4% | 12µM* | 12%
COC(=O)C1=C(CSc2nc3c(cc2C#N)CN(C)CC3)OC(N)=C(C#N)C1c1ccccc1F (stereo unspecified)
  ? | ? | ?
Cc1cccc(-n2c(C)nc3cc(C(=O)NC4CCCCCC4)ccc32)c1
  nt | 13µM* | -3%
COc1cccc(C=NNC(=S)NN=Cc2cccc(OC)c2OC)c1OC
  nt | 4.6µM* | 9%
Cc1onc(-c2ccccc2)c1C(=O)N(Cc1ccccn1)Cc1ccccn1
  3% | -4% | -8%
CCOC(=O)c1sc(NS(=O)(=O)c2ccc(F)cc2)nc1C
  -12% | -6% | 1%
Cc1ccc(C)c(N(C)S(=O)(=O)c2ccc3[nH]cc(C(=O)NC4CCCC4)c(=O)c3c2)c1
  nt | ? | -17%
CCOC(=O)c1cc(-c2ccccc2)n(CCCC(=O)Nc2ccc(C)cc2C)c1C
  nt | ? | 19%
O=C(Nc1cccc(NC(=O)c2cccnc2)c1)c1cccnc1
  1% | -2% | 4%
CCCCC(CC)CNC(=O)C1CC=CCC1C(=O)O (stereo unspecified)
  7% | -18% | -11%
COc1ccc(N2CCN(C(=O)CSc3nnc4c(C)cc5c(C)cc(C)cc5n34)CC2)cc1
  -13% | ? | -12%
COCCN1Cc2cccc(C(=O)NCCc3ccccc3)c2C1=O
  -2% | 2% | 14%
Cc1nnc(NC(=O)CSc2nc(CC(C)C)nc3c2c(=O)n(C)c(=O)n3C)s1
  -10% | 16µM* | 13%
CCCSc1nc(NCc2ccco2)c2c3c(sc2n1)COC(C)(CC)C3 (stereo unspecified)
  -12% | ? | -14%
COc1ccc(C)cc1N1C(=N)/C(=C2/Nc3ccccc3S2)C(c2ccccc2)C1=O (stereo unspecified)
  4% | 6.5µM* | -10%
Cc1ccccc1N1C(=O)CC(Nc2ccc3c(c2)OCO3)C1=O (stereo unspecified)
  -3% | 0% | -5%
COCCN(C(=O)COC(=O)c1ccco1)c1c(N)n(Cc2ccccc2)c(=O)[nH]c1=O
  -1% | -11% | -1%
COc1ccc(CC(=O)Nc2ccc(S(=O)(=O)N(C)C3CCN(C)CC3)cc2)cc1
  nt | ? | -2%

Entries of single compounds as entered above:
CCCCC(CC)CNC(=O)C1CC=CCC1C(=O)O (stereo unspecified) reads N370S GC: 7%; TDP1 cell CPT: -18%; FEN1 inh: -11%
CCOC(=O)c1sc(NS(=O)(=O)c2ccc(F)cc2)nc1C reads N370S GC: -12%; TDP1 cell CPT: -6%; FEN1 inh: 1%
